Assay outcomes from PubChem BioAssay.
VHR inh abs = DUSP3 (human) phosphatase inhibition; P51452; recombinant VHR phosphatase, pNPP absorbance; inhibition, % at 13.3 µM; actives 0.52% (n = 290,000); in the data active means inhibition above about 50%; further: some compounds called inactive have numbers as strong as hits
Target sequence (P51452 whole entry, looked up): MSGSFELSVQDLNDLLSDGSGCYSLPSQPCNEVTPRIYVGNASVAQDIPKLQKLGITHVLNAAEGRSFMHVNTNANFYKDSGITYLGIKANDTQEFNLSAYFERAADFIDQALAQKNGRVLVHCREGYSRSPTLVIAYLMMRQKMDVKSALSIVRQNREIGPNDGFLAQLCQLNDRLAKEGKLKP
3CLpro inhibitor = SARS-CoV 3CLpro protease inhibition; P0C6X7; recombinant SARS-CoV 3CLpro, quenched FRET peptide cleavage; actives 0.14% (n = 290,000); inhibition, % at 6 µM; in the data active means inhibition above about 12%
PriA SSB inh = K. pneumoniae PriA-SSBct interaction inhibition; AlphaScreen SSBct-PriA binding, biotinylated peptide; inhibition, % at 33 µM; actives 0.6% (n = 430,000); AID 1272365; in the data active means inhibition mostly above about 37%, no sharp cut-off; inactive means mostly below about 20%;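 further: plate controls were negative control peptide for no effect and reference peptide for full effect; strong numbers were not always called active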
MazEF act = activators of E. coli MazEF toxin-antitoxin RNase | P0AE70 | FAM/BHQ RNA-DNA oligo cleavage fluorescence, 5 h | activation, % at 20 µM | actives 0.32% (n = 350,000) | AID 504720; in the data active means activation above about 50%
Target sequence (P0AE70 whole entry, looked up): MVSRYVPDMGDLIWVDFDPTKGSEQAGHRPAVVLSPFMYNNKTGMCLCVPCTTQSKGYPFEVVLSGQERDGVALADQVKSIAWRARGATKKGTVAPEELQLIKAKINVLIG
BH1578 lux ind = quorum light induction in luxS cqsA deficient V. cholerae | V. cholerae BH1578 lux reporter, luminescence, 6 h | activation, % at 18.7 µM | actives 0.16% (n = 350,000); in the data active means activation mostly above about 9.7%, no sharp cut-off; further: not every result past the cut was called active; inactives centre near 0; reference of the scale not given here
Anthrax LF inh2 = inhibitors of Bacillus anthracis lethal factor protease. P15917. multiplex microsphere protease cleavage assay, LF. inhibition, % at 10 µM. actives 0.12% (n = 360,000). AID 588501; in the data active means inhibition above about 30%; further: plate controls were buffer without enzyme for full effect and enzyme alone for no effect
Target sequence (P15917 whole entry, looked up): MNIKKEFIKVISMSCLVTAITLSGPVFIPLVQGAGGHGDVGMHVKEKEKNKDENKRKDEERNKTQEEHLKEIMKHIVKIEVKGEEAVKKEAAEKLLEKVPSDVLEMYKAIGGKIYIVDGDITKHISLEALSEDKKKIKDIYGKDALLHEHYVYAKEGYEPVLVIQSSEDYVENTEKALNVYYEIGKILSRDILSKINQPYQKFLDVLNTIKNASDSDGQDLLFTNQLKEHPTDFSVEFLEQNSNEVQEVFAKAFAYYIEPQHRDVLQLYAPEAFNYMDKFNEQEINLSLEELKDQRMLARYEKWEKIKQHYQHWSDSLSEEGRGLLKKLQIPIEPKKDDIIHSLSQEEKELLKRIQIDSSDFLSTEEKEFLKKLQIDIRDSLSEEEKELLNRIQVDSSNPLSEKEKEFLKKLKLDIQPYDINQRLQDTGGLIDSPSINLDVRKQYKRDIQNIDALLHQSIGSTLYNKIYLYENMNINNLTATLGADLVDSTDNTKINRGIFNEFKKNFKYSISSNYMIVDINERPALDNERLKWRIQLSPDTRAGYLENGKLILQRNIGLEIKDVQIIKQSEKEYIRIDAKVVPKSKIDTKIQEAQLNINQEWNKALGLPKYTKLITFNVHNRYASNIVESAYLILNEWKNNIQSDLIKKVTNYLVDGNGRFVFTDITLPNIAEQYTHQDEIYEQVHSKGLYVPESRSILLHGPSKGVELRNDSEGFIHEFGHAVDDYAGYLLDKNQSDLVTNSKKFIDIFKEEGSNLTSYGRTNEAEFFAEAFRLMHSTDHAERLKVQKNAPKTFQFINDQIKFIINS
Rv3671c protease = inhibits the M. tuberculosis serine protease Rv3671c; inhibition, % at 5.96 µM; actives 0.048% (n = 320,000); AID 2606; in the data active means inhibition above about 38%;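 further: extracellular domain of Rv3671c used as enzyme; 0% = enzyme with DMSO and 100% = no enzyme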
Yp Topo-I inh = inhibitors of Yersinia pestis topoisomerase I | Y. pestis Topo-I cleavage product accumulation, plate reader | activity, % at 10 µM | actives 0.064% (n = 360,000); in the data active means activity above about 50%, passing the limit was not always enough; further: inactives centre near 2
TcdB GH inh = blocks C. difficile toxin B glycohydrolase activity. P18177. TcdB glycohydrolase enzymatic assay, plate reader. inhibition, % at 9.99 µM. actives 0.24% (n = 350,000). AID 652162; in the data active means inhibition above about 10%
PfHsp40 yeast = rescue of PfHsp40-mediated yeast toxicity; actives 0.68% (n = 340,000); AID 504582; growth rescue, % at 12.5 µM; S. cerevisiae expressing PfHsp40, growth rescue, ATP luminescence; in the data active means growth rescue above about 28%, passing the limit was not always enough;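 further: yeast W303a lacking pdr1 and pdr3 grown in galactose medium; growth measured after three days at 30 °C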
Starred values were filed as active, the others as inactive; i = inactive; · = no result given; & = joins results of further samples. The list is partial, so the mix of outcomes need not match the whole.

SMILES	VHR inh abs	3CLpro inhibitor	PriA SSB inh	MazEF act	BH1578 lux ind	Anthrax LF inh2	Rv3671c protease	Yp Topo-I inh	TcdB GH inh	PfHsp40 yeast
Cc1ccc2cc(C)c3nnc(SCC(=O)NCc4ccco4)n3c2c1	10	4	-11	3	-0.4	-2	-5	22	1.3	-0.9
CCC1=Nc2cc(C(=O)NCC3CCCO3)ccc2Sc2ccc(Cl)cc21 (stereo not given)	31	1	7	-4	-0.2	-2	-14	-8	1.2	-1.5
Cc1ccc(-n2c3c(c(=O)[nH]c2=O)C(NS(=O)(=O)c2ccc(Cl)cc2)(C(F)(F)F)C(=O)N3)cc1 (stereo not given)	-18	4	-15	-3	-0.4	2	8	-2	-2.2	-0.3
COc1ccc(C)cc1NC(=S)NNC(=O)c1ccccc1Cl	-7	9	3	-6	-0.2	2	7	8	·	-1.4
O=C(Cc1ccc(F)cc1)Nc1cccc(S(=O)(=O)N2CCCC2)c1	·	·	10	5	-0.7	0	-2	1	1.7	-1.4
FC(F)(F)c1cccc(Cn2cnc(NC(=S)NCCc3ccccc3)n2)c1	36	3	-5	-3	-0.4	-3	0	3	-0.4	-1.4
CCOC(=O)C1CCCN(C(=O)c2ccc(Cl)c(S(=O)(=O)N3CCCCCC3)c2)C1 (stereo not given)	12	0	4	2	i	-11	-2	28	2.4	-0.4
O=C(/C=C\c1ccccc1OC(=O)c1ccccc1F)c1cc2ccccc2o1	39	2	16	-2	-0.6	0	-54	-4	-1.0	-1.9
COc1ccccc1C/C(N)=N/OC(=O)COc1ccc2ccccc2c1	3	1	i	-15	1.5	-7	-15	-1	1.3	-1.1
O=C1Nc2ccc(S(=O)(=O)N3CCCC3)c3ccc(S(=O)(=O)N4CCCC4)c1c23	2	3	-5	-1	-0.3	8	1	-8	·	-1.1
O=C(NCCc1ccccc1Cl)C1CCC(=O)N(CC2CCCCC2)C1 (stereo not given)	18	4	3	-3	0.7	1	3	24	2.2	-0.5
Cc1nnn(C23C[C@@H]4C[C@@H](CC(C(=O)N5CCN(c6ccccc6)CC5)(C4)C2)C3)n1	32	-1	-12	13	-0.6	-15	5	11	0.5	-1.4
O=C(N/C(=C/c1cccc([N+](=O)[O-])c1)C(=O)N1CCCCC1)c1ccco1	13	4	-6	1	-3.6	2	-4	-3	1.2	-0.5
O=C1CN(C(=O)CNCc2ccc(Cl)cc2)c2ccccc2N1	10	5	-10	-6	-0.9	-3	9	11	1.6	-1.5
CN(C(=O)CCCN1C(=O)c2ccccc2C1=O)C1CCCCC1	·	·	-16	6	i	·	-1	5	1.2	1.1
COC(=O)c1cccc(NC(=O)CCCOc2ccccc2)c1	23	0	-16	1	i	-2	11	3	·	3.6
O=C(NNC(=S)NC(=O)c1cccnc1)c1ccc(F)cc1	17	6	-7	3	-0.1	-3	9	10	9.0	0.7
COCCNC(=O)CS(=O)(=O)Cc1nc(-c2ccc(C)cc2)oc1C	23	1	-8	1	-0.9	-10	-6	3	-0.3	0.4
CSC1=NCCN1C(=O)COc1ccc2ccccc2c1	17	1	3	4	-0.3	-7	3	-7	1.9	0.6
Cc1cc(OC(C)C(=O)NCc2ccccn2)c2c(C)c(C)c(=O)oc2c1 (stereo not given)	30	0	-14	12	i	-3	-5	4	-1.0	-0.7
Cc1ccc([C@H]2C(C(=O)O)=CC[C@@H](c3ccc(C)cc3)N2S(=O)(=O)c2ccccc2C)cc1	·	·	8	-5	i	5	1	33	-0.9	17
O=C(NCc1ccccc1)c1ccc(CS(=O)(=O)Cc2ccccc2F)o1	-17	2	-8	8	0.4	-4	10	-1	-0.5	-1.8
Cc1ccc(N(Cc2ccco2)C(=O)c2ccc(N3CCCCC3)c([N+](=O)[O-])c2)cc1	1	-1	36	4	-0.4	-2	-10	7	0.4	0.5
COc1ccc(OC)c(S(=O)(=O)Nc2ccccc2C(=O)O)c1	10	-4	5	4	-9.1	-6	0	0	·	-0.4
CCC(=O)Nc1nn(CC(C)C)c2nc3ccc(C)cc3cc12	·	0	-5	-8	i	-6	7	0	1.8	0.6
Cc1ccccc1N1CCN(C2CCCN(C(=O)CCC(=O)N(C)C)C2)CC1 (stereo not given)	11	-1	8	8	0.3	5	-3	4	-5.8	-0.8
CC(C)(C)C(=O)NC1CCN(S(C)(=O)=O)CC1	26	0	-13	5	-0.6	-1	-6	1	1.9	1.8
O=C1/C(=C\c2ccccc2)SC(=S)N1CCC(=O)N1CCCCC1CCO (stereo not given)	1	-3	2	3	i	0	2	25	0.2	-0.6
CC1(Cc2cccc(F)c2)C(=O)Nc2ccc(S(=O)(=O)NC3CCCCC3)cc21 (stereo not given)	·	·	·	·	i	-2	·	6	1.8	·
Cc1cc(C)c(NC(=O)Cn2nc(-c3ccccc3)nc2-c2ccccc2)c(C)c1	10	1	1	-42	0.0	-3	-9	-5	1.4	0.0
CCOP(=O)(OCC)c1nc(-c2cccc3ccccc23)oc1N1CCOCC1	7	-3	0	-1	i	0	-2	32	·	-0.9
CCCn1nnnc1SCC(=O)NCc1ccc2c(c1)OCO2	2	1	4	1	i	2	-3	-6	·	-1.1
CCC1c2ccc(C)n2CCN1C(=O)Nc1cc(Cl)ccc1OC (stereo not given)	-14	-2	0	-5	i	1	2	-7	·	0.7
COC(=O)c1ccc(OCC(O)CN2C(=O)c3ccccc3C2=O)cc1 (stereo not given)	21	-4	-3	3	i	-4	-11	2	-7.6	0.6
Cc1nnc(SCC(=O)N(C(C)C)C(C)C)nc1C	-4	3	-10	-1	-0.9	-7	-10	1	·	-1.0
Cc1ccccc1CN1CCC(n2nccc2NC(=O)c2cccnc2)CC1	14	-3	-9	-5	i	-6	9	3	1.4	0.7
CN(C)C(CNC(=O)CCc1c[nH]c2ccccc12)c1ccccc1 (stereo not given)	22	-3	11	-2	-0.6	17	-3	-4	-0.1	-0.1
CCc1cc(C(=O)Nc2cc(S(=O)(=O)N(CC)CC)ccc2N2CCN(C)CC2)sc1C	·	·	15	11	-0.7	-6	-2	-8	1.1	-1.0
Cc1nnc(NC(=O)CSc2cn(CCNC(=O)c3ccccc3)c3ccccc23)s1	-5	-7	5	3	-0.3	-8	6	0	0.4	-0.7
Cc1cccc(NC(=O)CNC(=O)c2ccc(-n3cncn3)c([N+](=O)[O-])c2)c1C	·	·	-9	-2	-2.3	-1	7	0	1.5	-0.1
CCCCC(CC)C(=O)Nc1cc(C(=O)NCc2ccc(C)cc2)ccc1N1CCC2(CC1)CC(c1cccc(Br)c1)=NO2 (stereo not given)	·	·	-11	-16	i	-6	-8	6	1.0	-0.4
O=C(CS(=O)(=O)c1c[nH]c2ccccc12)NC1CCCCC1	32	2	-22&-24	9	-0.3	-8	8	5	0.6	-0.2
COc1ccc(CNC(=O)/C(C)=C\C(=O)O)cc1	-7	0	3	0	-0.3	-2	1	-1	0.6	-0.3
CCc1ccc(N=CC23c4ccccc4C(c4ccccc42)C2C(=O)N(c4ccc(OC)cc4)C(=O)C23)cc1 (stereo not given)	23	5	-17	-10	-0.3	1	2	-7	·	0.4
CN(C)CCOCCOc1ccc(Cl)c2ccccc12	6	3	1	20	-0.2	-12	-13	-16	0.7	1.4
COc1ccc(N(CC(=O)Nc2cccc(N(C)S(C)(=O)=O)c2)S(=O)(=O)c2ccc(F)cc2)cc1	17	6	-6	1	-0.7	-4	-12	22	1.2	-0.9
CC(=O)NC1=NN(C(C)=O)C(C)(c2cccs2)S1 (stereo not given)	13	-2	-15	-33	1.0	3	1	-5	·	-1.4
O=C(CN1CCN(C(=O)c2ccco2)CC1)Nc1ccc(Br)cc1	31	2	-12	-5	i	-14	-24	-11	1.5	0.8
CCSc1nnc(NC(=O)CSc2nncc(=O)n2N)s1	6	4	13&-7	11	-0.2	-1	-42	1	-0.1	0.8
O=C(CCCc1nc(-c2ccc(Cl)cc2)no1)NC1CCCCC1	7	-2	-6	0	-0.1	2	-2	9	2.2	1.4

More results
SMILES	VHR inh abs	3CLpro inhibitor	PriA SSB inh	MazEF act	BH1578 lux ind	Anthrax LF inh2	Rv3671c protease	Yp Topo-I inh	TcdB GH inh	PfHsp40 yeast
COC(=O)c1ccc(/C=N/OCC(=O)NCCc2ccc(OC)c(OC)c2)cc1	16	2	·	-1	0.6	0	-1	10	-0.2	0.3
CCNC(=O)Nc1cc(S(=O)(=O)Nc2ccc(OC)cc2)ccc1N1CCOCC1	·	·	2	4	-3.0	-7	-4	-2	-0.5	-0.1
COc1ccc(Cl)cc1-c1nc(SCC(=O)NC2CCS(=O)(=O)C2)n[nH]1 (stereo not given)	·	·	-3	2	i	0	-5	5	0.7	-0.1
O=C(O)c1cccc(NC(=S)N/N=C/c2c[nH]c3ccccc23)c1	-18	1	·	0	i	0	1	-9	-4.2	2.0
CC1N=C(SCC(=O)c2ccc(F)cc2)N2C(C)N=C(SCC(=O)c3ccc(F)cc3)N12 (stereo not given)	·	·	·	6	i	-5	·	12	0.0	·
Cc1ccc(C(=O)Cn2cnc3ccccc3c2=O)cc1	26	-6	-1	-4	0.7	-2	-2	2	·	4.9
COc1ccccc1Cc1nc(-c2ccc(C)cc2)no1	-12	-1	-108	-11	·	-4	10	-3	·	1.7
O=C(NCCC(=O)N1CCCC1)c1ccccc1Cl	7	-4	-18	5	-0.4	2	5	11	1.5	-0.9
CC(=O)Nc1cccc(C(=O)OCC(=O)NC(=O)NC2CCCC2)c1	·	·	·	5	-3.7	6	·	6	0.3	·
CC(=O)C1CCN(Cc2ccccc2)CC1	16	-1	2	-5	0.2	1	-2	-6	·	-1.6

Given bar-delimited: part of the list above.
SMILES | VHR inh abs | 3CLpro inhibitor | PriA SSB inh | MazEF act | BH1578 lux ind | Anthrax LF inh2 | Rv3671c protease | Yp Topo-I inh | TcdB GH inh | PfHsp40 yeast
CCNC(=O)Nc1cc(S(=O)(=O)Nc2ccc(OC)cc2)ccc1N1CCOCC1 | · | · | 2 | 4 | -3.0 | -7 | -4 | -2 | -0.5 | -0.1
COc1ccc(Cl)cc1-c1nc(SCC(=O)NC2CCS(=O)(=O)C2)n[nH]1 (stereo not given) | · | · | -3 | 2 | i | 0 | -5 | 5 | 0.7 | -0.1

2 successive entries already listed:
SMILES	VHR inh abs	3CLpro inhibitor	PriA SSB inh	MazEF act	BH1578 lux ind	Anthrax LF inh2	Rv3671c protease	Yp Topo-I inh	TcdB GH inh	PfHsp40 yeast
CC(=O)Nc1cccc(C(=O)OCC(=O)NC(=O)NC2CCCC2)c1	·	·	·	5	-3.7	6	·	6	0.3	·
CC(=O)C1CCN(Cc2ccccc2)CC1	16	-1	2	-5	0.2	1	-2	-6	·	-1.6

Other entries follow.
SMILES	VHR inh abs	3CLpro inhibitor	PriA SSB inh	MazEF act	BH1578 lux ind	Anthrax LF inh2	Rv3671c protease	Yp Topo-I inh	TcdB GH inh	PfHsp40 yeast
O=C(C#Cc1ccccc1)c1ccco1	10	-3	4	11	i	-1	-1	-7	0.4	1.1
CCOc1ccc(N(CC(=O)NC2CCCC2)C(=O)CCC(=O)Nc2nc(C)cs2)cc1	25	-1	6	3	i	-12	-12	20	0.8	1.4
COc1ccc(NC(=O)c2ccccc2NC(=O)CSc2ccc(C)cc2)cc1	10	1	-4	-15	i	1	-4	2	1.0	-0.9
CCOC(=O)c1ccccc1NC(=O)COC(=O)C(CC(C)C)NC(N)=O (stereo not given)	29	3	4	0	i	2	-3	8	-0.3	0.2
CC(C)C(OC(=O)c1cc2c(s1)CCCCC2)C(=O)NC(N)=O (stereo not given)	22	1	-16	-14	i	-2	-7	33	·	-1.2
Cn1c(=O)n(CCc2ccccc2)c(=O)c2c1nc1n2CCCN1CCc1ccccc1	7	2	0	4	i	-3	1	-6	·	14
CN(C)NC(=S)Nc1cccc(Cl)c1	29	-2	4	9	i	-1	-1	-5	-0.4	16
OC(c1ccc(Cl)c(F)c1)c1ncc(-c2ccc(Oc3ccccc3)cc2)[nH]1 (stereo not given)	·	·	·	·	-3.3	-9	·	-15	0.7	·
O=C1OCc2ccc(NC(=O)C3CC3)cc21	25	-5	-2	1	i	-4	7	0	0.8	0.0
CN1C=CC(=O)[C@@H](OC(=O)Nc2ccc(Br)cc2)[C@H]1c1ccccc1Br	·	·	-5	-2	i	2	·	11	0.6	-0.1
